PRMT1 FP inh: blocks human protein arginine methyltransferase 1. Q99873. recombinant PRMT1, activity-based probe fluorescence polarization. inhibition, % at 2.79 µM. 370,000 tested, 1.3% active;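 active = inhibition above about 21% made by adding two undisclosed values, limit read from the data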
Target sequence (Q99873 whole entry, looked up): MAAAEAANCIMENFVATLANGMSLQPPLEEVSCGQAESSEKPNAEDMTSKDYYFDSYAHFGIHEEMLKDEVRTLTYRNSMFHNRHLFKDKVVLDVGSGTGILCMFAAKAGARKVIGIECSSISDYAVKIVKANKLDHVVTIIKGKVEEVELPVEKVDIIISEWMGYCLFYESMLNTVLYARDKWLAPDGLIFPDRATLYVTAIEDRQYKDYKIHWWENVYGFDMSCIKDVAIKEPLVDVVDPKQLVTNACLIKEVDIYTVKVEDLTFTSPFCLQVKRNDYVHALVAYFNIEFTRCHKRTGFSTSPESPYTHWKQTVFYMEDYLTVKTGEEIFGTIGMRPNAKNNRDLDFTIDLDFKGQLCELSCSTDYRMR
MBD2 inh: inhibitors of human MBD2 binding to methylated oligonucleotide; TR-FRET; Q9UBB5; inhibition, % at 4.4 µM; 370,000 tested, 0.31% active; in the data active = inhibition above about 13%
Target sequence (Q9UBB5 whole entry, looked up): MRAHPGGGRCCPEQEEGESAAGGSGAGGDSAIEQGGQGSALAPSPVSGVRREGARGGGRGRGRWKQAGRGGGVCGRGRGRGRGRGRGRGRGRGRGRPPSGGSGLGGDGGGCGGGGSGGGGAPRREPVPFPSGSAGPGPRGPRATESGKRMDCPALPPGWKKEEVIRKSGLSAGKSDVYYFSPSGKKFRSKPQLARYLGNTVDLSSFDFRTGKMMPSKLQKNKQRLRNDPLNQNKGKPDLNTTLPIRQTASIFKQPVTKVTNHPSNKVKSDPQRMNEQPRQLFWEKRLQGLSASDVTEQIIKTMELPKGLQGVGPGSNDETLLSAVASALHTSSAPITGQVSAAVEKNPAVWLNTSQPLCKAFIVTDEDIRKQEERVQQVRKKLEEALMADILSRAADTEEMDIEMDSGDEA
SIAE primary: inhibitors of human sialic acid acetylesterase SIAE | Q9HAT2 | SIAE FP-Rh probe binding, fluorescence polarization | inhibition, % at 9.66 µM | 370,000 tested, 0.69% active | AID 1053197;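 active = inhibition above a cutoff: mean of compounds within the control limits plus 3 SD of those, cut at about 17% in these data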;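 note: 0% = plate median of compound wells and 100% = probe without SIAE protein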
TCR-CD3 inh: human TCR-CD3 binding inhibition; inhibition, % at 9.4 µM; 360,000 tested, 0.37% active; AID 651800; TAMRA-labeled TCR probe fluorescence, biochemical; in the data active = inhibition above about 19%;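 note: recombinant mutant TCR 2C K166C tagged with TAMRA read by polarization; 0% = receptor in buffer alone and 100% = receptor with positive control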
ABHD4 inh: ABHD4 (mouse) inhibition, primary FP screen; Q8VD66; purified mABHD4, FP-Rh probe fluorescence polarization; inhibition, % at 8.92 µM; 370,000 tested, 0.54% active; AID 720543;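 active = inhibition exceeding the mean over every tested compound plus 3 SD, cut at about 30% in these data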;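 note: 0% = plate median of compound wells and 100% = S159A mutant with DMSO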
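Doses – 8.92 µM, single dose · Material – wild-type mouse ABHD4 protein · Replication – single well per compound (singlicate) · Measure – percent inhibition of probe binding, normalized to plate controls · Schedule – 45 min compound pre-incubation plus 60 min probe step, 25 °C · Detection – fluorescence polarization with parallel and perpendicular emission, 525/598 nm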
HTRA1 inh: inhibitors of human serine peptidase HTRA1. Q92743. recombinant HTRA1, FP-rhodamine activity-based probe, fluorescence polarization. inhibition, % at 5.96 µM. 340,000 tested, 0.5% active; in the data active = inhibition above about 36%;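 note: 0% = enzyme with DMSO and 100% = wells lacking enzyme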
rCAG RNA binder: molecules binding r(CAG) RNA repeats; r(CAG) RNA repeat, TO-PRO-1 dye displacement fluorescence; inhibition, % at 3 µM; 370,000 tested, 1.3% active;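 active = inhibition above the plate cutoff, the mean of all test compounds on that plate plus 3 SD, cut at about 35% in these data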;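 note: 0% = DMSO alone and 100% = 100 µM mitoxantrone as full dye displacement; higher means more dye released from RNA so lower well fluorescence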
GC-B act: GC-B (human) receptor activation; HEK293-GC-B cells, CNP EC30, cGMP TR-FRET; 0% at EC30 CNP, 100% saturating CNP; AID 1920062; P20594; activation, % at 10 µM; 370,000 tested, 0.11% active;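 active = activation at 10 µM reaching about 35% in either raw or pattern-adjusted values, limit read from the data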
UHRF1 MBD2 ctr: UHRF1 methyl-DNA binding inhibition. Q96T88. AID 687016. 370,000 tested, 0.75% active. UHRF1 binding to methylated oligo, TR-FRET. inhibition, % at 4.4 µM; in the data active = inhibition above about 21%;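 note: UHRF1 SRA domain binding a hemimethylated CpG hairpin DNA probe; 0% = median of test compound wells and 100% = reference inhibitor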
GC-A act: GC-A (human) enzyme activation; HEK293 GC-A cells, cGMP TR-FRET, EC30 ANP; 0% at EC30 ANP, 100% saturating ANP; activation, % at 10 µM; 370,000 tested, 0.14% active; in the data active = activation above about 40%
* hit, by the source's call; . = not tested or not shown. This is a subset. The share of hits here may be higher or lower than overall.

SMILES	PRMT1 FP inh	MBD2 inh	SIAE primary	TCR-CD3 inh	ABHD4 inh	HTRA1 inh	rCAG RNA binder	GC-B act	UHRF1 MBD2 ctr	GC-A act
CCN(CC)S(=O)(=O)c1ccc(C)c(C(=O)Oc2cccc(-c3cnc4ccccc4n3)c2)c1	-1	7	-3	1	0	-3	3	2	0	1
CC(=O)CSc1nnc(Cc2ccc([N+](=O)[O-])cc2)o1	5	6	-1	-6	6	9	1	1	1	2
CC(Oc1ccc(Cl)cc1)c1ccnn1S(=O)(=O)c1ccccc1 (centres undefined)	-2	-2	-6	-3	-18	-19	-2	-5	2	1
C#CCNC(=O)C[C@H]1C[C@@]2(C(=O)OC)C(=C[C@H](C(C)C)O[C@@H]2C2CC2)N(Cc2ccco2)C1=O	-2	7	5	.	-5	.	-1	-6	2	-2
COCCn1c(C)cc(C(=O)COC(=O)c2ccc([N+](=O)[O-])o2)c1C	-4	-1	-3	2	-2	17	-3	4	-3	2
C/C(COc1ccccc1)=N\NC(=O)c1nnn(-c2nonc2N)c1CSc1ccc(C)cc1	4	4	7	-5	-7	-5	9	0	1	-1
CCOC(=O)c1ccccc1NC(=O)c1ccc2c(SCC(=O)O)c3c(nc2c1)CCCC3	-2	-3	-29	5	-5	-77	46*	4	3	3
O=C(Nc1ccc(Br)cc1Cl)c1cnccn1	2	-1	-1	10	1	2	13	-4	-5	-1
O=[N+]([O-])c1cccc(S(=O)(=O)c2ccc(NCCOCCO)c([N+](=O)[O-])c2)c1	-2	-1	0	2	8	0	7	0	3	3
COc1cc(C(=O)NC2CC2)cc(OC)c1OC	6	6	-9	-8	-12	.	0	4	1	1
NC(=O)C1CC(=O)N(c2ccc(OCC(=O)Nc3ccc(Cl)cc3)cc2)C1 (centres undefined)	1	-2	7	0	6	3	1	0	3	-1
CCN1CCN(CC(=O)N2N=C(c3cccs3)CC2c2ccc(C)cc2)C(=O)C1=O (centres undefined)	4	1	-12	2	-3	-1	-5	2	-2	-7
O=C(/C=C/c1ccc(Cl)cc1)Nn1c(-c2cccs2)nc2ccccc2c1=O	-3	4	2	4	-7	0	5	3	-3	-3
O=C(NC(=S)Nc1ccc2c(c1)OCO2)c1ccccc1	-1	-3	6	-7	4	-6	4	-10	1	9
CS(=O)(=O)N(CC(=O)N1CCCC1)c1cc(C(F)(F)F)ccc1Cl	3	-1	0	-1	-2	5	-4	5	2	-3
CCC(O)(Cc1ccccn1)Cc1ccccn1	1	0	2	5	0	0	1	-1	1	-3
COC(=O)C1OC1c1cc([N+](=O)[O-])ccc1OC (centres undefined)	1	-7	-4	8	-5	2	2	-1	0	-3
Cc1ccc(C2/C(=C(/O)c3ccc(Br)cc3)C(=O)C(=O)N2Cc2ccco2)o1 (centres undefined)	35*	-5	7	0	28	17	19	-6	2	9
O=C(Nc1ccc(/C=C/c2nc3ccccc3o2)cc1)c1c(F)cccc1F	2	-4	-8	1	-23	-44	13	1	1	2
Cc1cccc2cc3c(NC(=O)CC(C)C)nn(C)c3nc12	3	-4	4	-1	1	-2	-1	-7	-1	4

An excerpt of these results, as labelled records:
structure: C#CCNC(=O)C[C@H]1C[C@@]2(C(=O)OC)C(=C[C@H](C(C)C)O[C@@H]2C2CC2)N(Cc2ccco2)C1=O
  PRMT1 FP inh: -2
  MBD2 inh: 7
  SIAE primary: 5
  TCR-CD3 inh: .
  ABHD4 inh: -5
  HTRA1 inh: .
  rCAG RNA binder: -1
  GC-B act: -6
  UHRF1 MBD2 ctr: 2
  GC-A act: -2

structure: COCCn1c(C)cc(C(=O)COC(=O)c2ccc([N+](=O)[O-])o2)c1C
  PRMT1 FP inh: -4
  MBD2 inh: -1
  SIAE primary: -3
  TCR-CD3 inh: 2
  ABHD4 inh: -2
  HTRA1 inh: 17
  rCAG RNA binder: -3
  GC-B act: 4
  UHRF1 MBD2 ctr: -3
  GC-A act: 2

Entries listed so far marked active in PRMT1 FP inh:
Molecule	PRMT1 FP inh	MBD2 inh	SIAE primary	TCR-CD3 inh	HTRA1 inh	GC-B act	UHRF1 MBD2 ctr	GC-A act
Cc1ccc(C2/C(=C(/O)c3ccc(Br)cc3)C(=O)C(=O)N2Cc2ccco2)o1 (centres undefined)	35*	-5	7	0	17	-6	2	9

Filtered by structure, the compounds so far with an aryl methoxy group (two)
SMILES	PRMT1 FP inh	MBD2 inh	SIAE primary	TCR-CD3 inh	ABHD4 inh	HTRA1 inh	rCAG RNA binder	GC-B act	UHRF1 MBD2 ctr	GC-A act
COc1cc(C(=O)NC2CC2)cc(OC)c1OC	6	6	-9	-8	-12	.	0	4	1	1
COC(=O)C1OC1c1cc([N+](=O)[O-])ccc1OC (centres undefined)	1	-7	-4	8	-5	2	2	-1	0	-3

The list continues:
SMILES	PRMT1 FP inh	MBD2 inh	SIAE primary	TCR-CD3 inh	ABHD4 inh	HTRA1 inh	rCAG RNA binder	GC-B act	UHRF1 MBD2 ctr	GC-A act
CCc1ccc(C(=O)OCC(=O)N(CC)c2c(N)n(Cc3ccccc3)c(=O)[nH]c2=O)cc1	2	-6	0	4	-2	-1	3	5	-2	-1
O=C(Cc1ccc([N+](=O)[O-])cc1)N1CCN(c2ccc([N+](=O)[O-])cc2)CC1	1	-2	-1	-1	0	-6	7	-2	-2	-4
Cc1ccc(-n2nc3ccc(NC(=O)/C=C/c4ccco4)cc3n2)cc1	7	2	-35	4	-62	-87	38*	-2	0	9
Cn1c(=O)c2cc(NC(=O)NCc3ccccc3)ccc2n1C/C=C/c1ccccc1	-1	-1	3	-6	-1	.	5	-2	0	-1
O=C(Cn1cncn1)NCc1cc(F)ccc1F	6	5	8	-4	-8	1	1	3	6	1
CCN(CC)C(=O)Cn1cnc2sc(C(=O)N3CCN(c4ccc(OC)cc4)CC3)c(C)c2c1=O	2	1	0	4	-4	6	-6	1	20	-2
O=C(c1ccccc1)c1cccc(NC(=O)C2CC2)c1	1	5	-1	8	6	1	-4	8	1	5
Cc1ccc(C(=O)COC(=O)c2cc(C)no2)c(C)c1	4	-3	4	5	0	-3	-3	7	-2	-1
CC(=O)NC(=S)Nc1cccc2ccc(C)nc12	2	-6	4	1	-11	-4	-1	-12	-1	0
COc1ccc2[nH]c3c(c2c1)CCN[C@]31C(=O)N(Cc2ccccc2)c2ccccc21	3	1	2	.	3	.	7	6	0	2
O=C(Nc1c(-c2ccc(F)cc2)nc2ncccn12)c1ccccc1	2	-4	1	.	-3	.	7	0	0	-3
COCCNC(=O)c1ccccc1N(Cc1ccccc1)S(=O)(=O)c1ccc(C)cc1	-3	1	-2	3	-5	-4	-8	5	-2	-5
CCc1ccccc1NC(=O)Nc1ccc2c(c1)OCO2	2	0	0	7	-1	1	3	0	-1	3
CN1OC[C@@H]2CN(C(=O)c3ccc([N+](=O)[O-])cc3)[C@H](c3ccccc3Br)C[C@@H]21	1	1	3	-2	-10	.	5	3	5	5
COCCn1c(=NC(=O)CN2C(=O)CCC2=O)sc2cc(S(N)(=O)=O)ccc21	-3	1	3	5	-1	-4	1	2	-2	2
O=C(/C=C/c1ccco1)Nc1scc(-c2ccccc2)c1C(=O)O	8	4	9	-1	10	-11	31	2	20	4
CC1=C(C(=O)N(C(C)C)C(C)C)CC(CC(=O)NCCc2ccccn2)C(=O)N1Cc1ccc(F)cc1 (centres undefined)	7	2	-7	-1	-8	.	-1	-3	3	0
CC(=C\c1ccco1)/C=C1/SC(=S)N(CC(=O)O)C1=O	2	-11	0	6	4	-3	15	6	-1	3
COC(=O)c1cc(C)sc1NC(=O)c1ccco1	1	-1	-13	2	2	-5	-1	-1	0	2
CCn1c(SCC(=O)Nc2nccs2)nnc1-c1ccc(S(=O)(=O)N2CCCCC2)cc1	1	6	-3	8	12	-1	-1	8	3	-1
CC(=O)c1cccc(NC(=O)Cc2ccc3c(c2)CCCC3)c1	4	2	-4	10	-12	-22	1	1	0	-2
CCCc1nn(C)c2c1C(c1ccncc1)C(C#N)=C(N)O2 (centres undefined)	-2	-9	-4	5	4	2	-2	4	-3	0
O=C(NC(=S)Nc1ccc(CN2CCCCC2)cc1)c1cc2ccccc2o1	-4	-2	-3	-7	-1	3	-4	-2	-2	1
O=C(CSc1ncn[nH]1)Nc1ncc(C(F)(F)F)cc1Cl	3	3	-1	-8	1	4	-1	2	0	-1
O=C(NCCC1=CCCCC1)C1CC(=O)N(Cc2ccccc2)C1 (centres undefined)	-5	1	-1	9	-4	2	-7	-3	5	0
CCN(CC#CCC1(O)c2ccccc2-c2ccccc21)CCO	-2	7	0	0	1	-2	-1	-2	19	-2
CCCc1nnc(SCC(=O)Nc2ccc(NC(C)=O)cc2)n1-n1cccc1	5	5	8	-11	-6	1	-3	-4	0	-1
CCn1c(SCC(=O)N2CCCc3ccccc32)nnc1-c1c[nH]c2ccccc12	0	7	6	-5	-16	-5	4	-14	6	-12
Cc1ccccc1-c1cnc(C(O)c2cccc(C)c2C)[nH]1 (centres undefined)	-3	2	-4	2	-1	.	1	3	1	-2
COc1ccc(CC(=O)NC(C)c2nnc(SCC(=O)Nc3nc(C)cs3)n2C)cc1 (centres undefined)	3	2	-1	-2	-1	8	-5	-3	3	5
CC(Nc1nc(-c2ccc(F)cc2)cs1)c1nc2cc(C(F)(F)F)ccc2n1CCOCCO (centres undefined)	-1	3	8	0	2	-19	5	-1	-2	-1
Cc1[nH]c2ccc(-c3n[nH]c(=S)n3C)cc2c1C	1	3	0	2	-2	7	-1	-5	1	-3
CCNC(=S)NN=C1c2ccccc2-c2ccccc21	4	-5	24*	-3	-1	-33	10	-3	-1	-2
O=C(CSc1nc(-c2ccccc2Cl)ns1)c1ccc(Cl)cc1	-2	3	-15	2	-25	-24	8	1	32*	1
CCn1c(=O)c(C(=O)Nc2ccccc2S(N)(=O)=O)c(O)c2ccccc21	-2	1	-14	-1	-3	-12	10	-3	-1	1
Cc1ccc(S(=O)C(c2ccccc2)c2ccccc2)cc1 (centres undefined)	-4	-4	8	3	6	0	1	-9	-5	-16
CNc1cncc(-c2ccc(O)cc2C)n1	-5	-4	10	-4	7	.	2	5	0	1

Assay outcomes (PubChem BioAssay)
